# Screening data deposited in PubChem by several laboratories.
# PTEN del growth: growth suppression of PTEN-null HCT116, primary screen, cell-based, CellTiter-Glo. HCT116 PTEN-null viability, 60 h; stronger effect = lower value. viability, % at 10 µM. actives 1.2% (n = 140,000). AID 827, 2007;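 active means viability at or below a set limit, 4 SD under the median of all tested compounds, cut at about 3.7% in these data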;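 further: PTEN knockout HCT116 line with beta catenin targeted HCT116 as companion control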
# E-sel TNF inh: E-selectin induction blockers in HUVEC – imaging, immunofluorescence, high content, primary screen; actives 0.71% (n = 120,000); inhibition, % at 2 µM; HUVEC TNFa-induced E-selectin immunofluorescence;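 active means inhibition above the batch mean plus 3 SD, and confirmed as a hit on visual image review, cut at about 43% in these data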;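 further: 0% = TNF-stimulated DMSO wells and 100% = unstimulated control wells; not every result past the cut was called active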
# Yeast lifespan up: compounds extending yeast replicative lifespan, primary screen, S. cerevisiae, OD615; S. cerevisiae growth with nicotinamide; deaD strain in restrictive glucose medium; inhibition of the nicotinamide effect, % at 10 µM; actives 0.68% (n = 130,000); AID 775, 2007;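 active means inhibition above a set limit, placed 3 SD over the median of all compounds, cut at about 26% in these data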;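 further: 0% = nicotinamide-treated wells and 100% = cells grown without nicotinamide; some compounds called inactive have numbers as strong as hits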
#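 Test system: DeaD-strain S. cerevisiae / Buffer or medium: restrictive glucose medium / Also added: nicotinamide 1.5 mM / Doses: one concentration, 10 µM, DMSO 0.25% / Schedule: 48 h at 30 °C / Signal: OD615 measurement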
# GALR2 blocker: GALR2 antagonists in receptor-expressing cells, primary screen; inhibition, % at 4 µM; actives 0.39% (n = 140,000); Galanin receptor type 2 (Homo sapiens), O43603; antagonist mode; in the data active means inhibition above about 27%;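 further: cells stimulated with galanin 1-16 at roughly its EC80; 0% = agonist challenge control and 100% = basal control without agonist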
# Target sequence (O43603 whole entry, looked up): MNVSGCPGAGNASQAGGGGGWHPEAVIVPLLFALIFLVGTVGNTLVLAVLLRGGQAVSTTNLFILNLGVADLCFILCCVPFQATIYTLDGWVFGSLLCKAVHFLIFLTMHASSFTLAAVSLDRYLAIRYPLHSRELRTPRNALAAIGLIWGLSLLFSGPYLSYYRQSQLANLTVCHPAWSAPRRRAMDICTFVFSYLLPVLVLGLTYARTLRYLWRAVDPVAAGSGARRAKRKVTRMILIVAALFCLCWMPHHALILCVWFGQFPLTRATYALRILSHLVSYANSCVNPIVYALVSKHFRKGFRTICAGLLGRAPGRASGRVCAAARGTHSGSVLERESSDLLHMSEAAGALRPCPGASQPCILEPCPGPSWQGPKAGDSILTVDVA
# Phagocyt inh: inhibitors of macrophage phagocytosis, primary screen, imaging, J774A.1 cells, IgG beads | J774A.1 macrophage IgG-bead phagocytosis | inhibition, % at 5 µM | actives 0.07% (n = 110,000) | AID 1029, 2008;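 active means inhibition above the mean of the plate negative controls plus 5 SD, cut at about 13% in these data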;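 further: phagocytic index as fraction of beads internalized from green versus red external bead signal; plate controls were DMSO negative control for no effect and cytochalasin-D positive control for full effect; some results beyond the cut were filed as inactive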
# MRP-1 activ: H69AR viability gain despite doxorubicin, primary screen, MRP-1 activator project, H69AR cells, CellTiter-Glo. viability rescue. viability increase, % at 10 µM. actives 0.61% (n = 140,000). AID 799, 2007;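 active means viability gain under doxorubicin at or above a set limit, the compound median plus 3 SD, cut at about 4.7% in these data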;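 further: MRP-1 overexpressing cells given doxorubicin 25 µM after compound pretreatment; 18-22 h compound pretreatment then 72 h with doxorubicin before readout; 0% = doxorubicin-only wells and 100% = vehicle-treated cells without doxorubicin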
# Yeast growth inh: growth inhibitors of yeast BB579 in restrictive medium, primary screen, yeast lifespan-shortening project, S. cerevisiae. OD615, 48 h. inhibition, % at 10 µM. actives 0.51% (n = 140,000);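 active means inhibition above a set limit, 3 SD over the mean compound inhibition, cut at about 44% in these data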; further: inactives centre near -24
#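 System: Saccharomyces cerevisiae DeaD strain BB579, replicative lifespan model yeast | Buffer or medium: Restrictive glucose-based CSMM-D medium | Times: 4 h preincubation and 48 h exposure at 30 °C | Detection: OD615 turbidity measurement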
# NPY Y2 blocker: NPY-Y2 receptor antagonists, primary screen, cell-based; inhibition, % at 2.7 µM; actives 0.99% (n = 140,000); NPY-Y2 expressing cells, antagonist mode; Neuropeptide Y receptor type 2 (Homo sapiens), P49146; AID 793, 2007; in the data active means inhibition above about 17%;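 further: 0% = vehicle with agonist challenge and 100% = reference antagonist with challenge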
# Target sequence (P49146 whole entry, looked up): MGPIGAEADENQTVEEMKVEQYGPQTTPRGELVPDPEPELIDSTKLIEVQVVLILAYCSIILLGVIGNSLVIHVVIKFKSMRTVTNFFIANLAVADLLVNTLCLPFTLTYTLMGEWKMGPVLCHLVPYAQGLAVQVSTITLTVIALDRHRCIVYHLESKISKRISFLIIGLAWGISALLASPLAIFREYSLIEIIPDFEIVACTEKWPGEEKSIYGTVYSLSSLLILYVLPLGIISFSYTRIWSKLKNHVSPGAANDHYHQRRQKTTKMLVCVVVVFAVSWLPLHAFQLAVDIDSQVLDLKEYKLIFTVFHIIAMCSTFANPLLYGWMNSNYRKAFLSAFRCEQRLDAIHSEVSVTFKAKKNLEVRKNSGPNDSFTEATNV
# HCT116 bCat-KO: primary screen for growth suppressors in beta-catenin knockout HCT116 cells (colon tumor, human); HCT116 beta-catenin knockout viability, CellTiter-Glo, 60 h; stronger effect = lower value; viability, % at 10 µM; actives 1.5% (n = 140,000); AID 818, 2007;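 active means viability at or under a set limit, the compound median less 4 SD, cut at about 6% in these data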;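 further: 0% = Hyamine 1622 control at 20 µM and 100% = untreated cell control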
# Measles CPE: compounds protecting cells from measles virus cytopathic effect, primary screen, measles RdRp inhibitor project, single point, MLSMR library, absorbance. Measles virus-infected cells, CPE protection. protection (pct of control), % at 4 µM. actives 1.5% (n = 140,000); in the data active means protection mostly above about 24%, no sharp cut-off; inactive means mostly below about 26%; further: some compounds called inactive have numbers as strong as hits
# * = called active by the depositor; / = not tested or not shown.
SMILES,PTEN del growth,E-sel TNF inh,Yeast lifespan up,GALR2 blocker,Phagocyt inh,MRP-1 activ,Yeast growth inh,NPY Y2 blocker,HCT116 bCat-KO,Measles CPE
COc1ccc(OCC(=O)N/N=C(/C)Cc2ccccc2)cc1,103,/,1,4,0,-0.2,-36,1,105,20
CC(OC(=O)c1ccc2ccccc2n1)C(=O)Nc1ccc(N2CCOCC2)cc1 (centres undefined),95,/,-1,1,0,-1.8,-34,5,104,7
CCCCCOc1ccc(/C=c2\sc3nc(=O)c(-c4ccccc4)nn3c2=O)cc1OC,40,/,2,1,-4,0.1,-7,2,39,20
CCOC(=O)N1CCC(NC(=O)c2cc(C(=O)Nc3ccc(OC)c(OC)c3)ccc2CO)CC1,85,-2,-19,-6,0,-2.6,-3,1,96,4
O=C(Nc1ccccc1C(=O)N1CCOCC1)C1CCC(=O)N1C1CCCC1 (centres undefined),100,-1,-4,0,1,0.0,10,6,98,0
CCc1ccc(NC(=S)N(CCCN2CCOCC2)Cc2ccccn2)cc1,85,-15,16,5,8,-2.6,-17,-1,85,5
Cc1ccc(C2C3=C(CCCC3=O)Nc3nc(SCC(=O)NCc4ccco4)[nH]c(=O)c32)cc1 (centres undefined),92,16,0,1,/,0.1,-15,0,90,2
CCC(Oc1ccccc1)C(=O)O/N=C(\N)c1ccc(OC)c(OC)c1 (centres undefined),90,/,7,9,-6,-1.2,-43,10,95,8
O=S(=O)(NCc1cccnc1)c1ccc(Cl)s1,85,4,-12,-4,/,-1.8,-37,2,90,19
Clc1nc(-c2cccnc2)nc2scc(-c3ccccc3)c12,57,-12,-7,-3,1,-4.9,37,6,53,3
CCCN1C2CCCC1CC(NC(=S)Nc1cc(C)ccc1C)C2 (centres undefined),64,-12,/,-3,/,-4.4,-37,1,71,27
Cc1cc(C)cc(NC(=O)c2cccn2-c2ncc(C(F)(F)F)cc2Cl)c1,101,26,-1,-3,/,2.9,-48,0,95,16
CC(C)Cn1c(N)c(C(=O)COC(=O)c2cc(C(F)(F)F)nc3c(C(F)(F)F)cccc23)c(=O)n(C)c1=O,93,-2,-3,6,/,-5.0,-15,2,102,2
COC(=O)c1onc(-c2c(C)cc(C)cc2C)c1C(=O)OC,105,-3,-10,0,/,1.3,-24,0,101,7
COc1ccc2cc3cc(C(=O)Nc4cc(OC)c(OC)c(OC)c4)oc3nc2c1,62,-7,-8,-4,3,-2.1,-15,0,86,9
COc1ccc(C(CCN(Cc2ccc(OC)c(OC)c2)C(C)=O)c2ccccc2)cc1 (centres undefined),75,6,-2,-6,-1,-2.3,-27,6,77,13
CSc1sc(C)cc1C1C(C#N)=C(N)N(c2cccnc2)C2=C1C(=O)CCC2 (centres undefined),76,-23,-13,9,/,-3.9,-24,-1,75,1
Cc1ccc(S(=O)(=O)N2CCN(Cc3nc4ccccc4[nH]3)CC2)cc1C,91,10,-3,11,0,-3.1,-22,1,83,10
Cc1ccc(S(=O)(=O)NCCNC(=O)CN2CCCC2)cc1,96,/,-13,4,/,-0.7,-37,0,97,1
COC(=O)Nc1ccc2c(c1)N(C(=O)CCN1CCN3CCCC3C1)c1ccccc1S2 (centres undefined),84,1,-18,5,0,-5.6,-18,2,83,16
COCC(C)NC(=O)c1ccc(Cl)c(Cl)c1 (centres undefined),95,-19,-6,27*,/,-2.0,-25,3,91,7
Cc1cccc(NC(=S)NN2CCOCC2)c1C,103,6,-5,-22,1,-2.8,-3,3,110,3
O=C(NC(Cc1c[nH]c2ccccc12)C(=O)N/N=C/c1cccc2ccccc12)c1cccs1 (centres undefined),47,3,5,4,-10,-2.2,-69,0,53,4
O=C(CC12CC3CC(C1)CC(CC(=O)NC1=NCCS1)(C3)C2)NC1=NCCS1,105,-4,-5,-4,0,-1.2,-79,0,91,23
Cc1ccc(-n2nnc3c(=O)n(CC(=O)NCc4ccco4)cnc32)cc1,70,-30,-6,9,0,-1.1,-54,2,72,5
COc1ccc2c(c1)OC(O)(C(F)F)CC2=O (centres undefined),100,-12,-7,-5,-4,-0.5,-77,1,104,15
Cc1ccc(C2C3CN(C(C)C)CC=C3C(C#N)=C(N)C2(C#N)C#N)cc1 (centres undefined),77,/,-15,/,4,-2.3,-11,/,94,9
Cc1ccc(S(=O)(=O)NCC2COc3ccccc3O2)cc1 (centres undefined),102,/,6,1,-13,-0.9,-6,7,100,22
Brc1ccc(-c2nn3c(Cc4ccccc4)nnc3s2)o1,108,32,-6,19,2,-0.5,-35,5,99,17
CCCNC(=O)Cn1cnc2sc(C(=O)N3CCCC(C(=O)OCC)C3)c(C)c2c1=O (centres undefined),105,/,-5,-5,2,-3.5,-2,3,97,5
CCOc1ccc(C2=Nc3ccc(Br)cc3C(c3ccc(N4CCOCC4)cc3)=NN2)cc1,50,/,0,-14,-7,-2.9,-25,2,76,10
Nc1nnc(SCC(=O)NCCOc2ccccc2)s1,102,-13,/,-3,/,-0.7,-23,1,172,5
O=C(Nc1ccc(C(=O)OC[C@@H]2CCCN3CCCC[C@H]23)cc1)c1cccc(Br)c1,97,/,-3,3,-8,-1.9,-8,7,92,3
Cc1c(C(=O)O)sc2nc3n(c(=O)c12)CCCCC3,93,-20,-6,-4,2,-0.1,-43,4,97,5
COc1ccc(C(=O)Nc2cccc(C(C)=O)c2)c(OC)c1OC,105,19,-14,8,-1,0.4,-37,4,96,6
Cc1cc(-c2ccccc2)nc2cc(C(=O)N(Cc3ccccc3)Cc3ccccc3)nn12,61,-17,/,4,/,1.7,-45,4,62,45
Cn1c(N)c(N2CCCCC2)c(=O)n(CC(=O)Nc2ccc(Cl)c(Cl)c2)c1=O,74,9,-10,-12,/,-0.5,-14,-2,76,13
O=c1c2[nH]c3ccccc3c2ncn1CCC1=CCCCC1,107,-13,-6,11,-1,1.4,-21,4,94,3
CCC(c1nnnn1Cc1ccco1)N(CCc1ccccc1)Cc1cc2ccc(OC)cc2[nH]c1=O (centres undefined),22,17,-5,-1,0,-1.9,-47,0,41,/
COC(=O)CSc1nnc(CSc2nc(C)cc(C)n2)n1Cc1ccco1,95,-2,-6,5,1,-1.9,-17,3,93,7
CCc1cc2cc3c(cc2nc1SCC(=O)Nc1nnc(C)s1)OCCO3,16,8,-18,10,1,-2.7,-92,1,22,7
COc1ccc(CCNc2nc3ccccc3n3nnnc23)cc1OC,41,/,-11,-3,0,-0.5,-35,4,43,14
Cc1ccc(C(=O)NNC(=O)CCN2C(=O)C3CCCCC3C2=O)cc1 (centres undefined),98,-13,-3,-4,-7,-0.7,-16,4,100,3
COC(=O)C1=C(C)NC(C)=C(C(=O)OC)C1c1ccc(N(C)C)cc1,82,8,-5,3,-1,-3.8,-24,0,86,2
COc1cc2cc(CN(Cc3cccs3)C(=S)Nc3cccc(C)c3)c(=O)[nH]c2cc1OC,79,12,7,14,-12,-4.0,-33,1,95,11
CO/C([O-])=N/c1c[n+](-c2ccc(C)cc2)no1,104,-17,-16,2,0,1.4,-36,2,107,11
COc1cccc(OCC(O)CN2CCN(CCO)CC2)c1 (centres undefined),107,-16,-10,-12,-1,-1.4,-1,0,93,2
Cc1cccc(NC(=O)CN(C)S(=O)(=O)c2cccs2)c1,71,4,-14,-24,/,0.0,-29,2,84,5
COC(=O)C1=C(C)NC(=O)NC1c1cc(Cl)ccc1OC (centres undefined),97,14,-6,-17,-6,-1.0,-2,3,99,5
CCOC(=O)c1c(NC(=O)Cc2cccs2)sc(C)c1C,84,/,-12,-11,1,-1.0,-36,7,98,24
COc1ccc(CC(C#N)(CO)c2nc3ccccc3[nH]2)cc1 (centres undefined),70,1,-2,-7,-7,-2.9,-4,3,69,18
Cc1ccc(C(=O)NCCc2nnc(SCC(=O)Nc3nc(-c4ccccc4)cs3)n2C)cc1,0.8*,14,/,9,/,-4.0,-12,2,1.0*,5
Cc1cnc(NC(=O)COc2ccccc2)s1,93,/,-15,-4,0,0.2,-46,6,84,11
CCOC(=O)/C(C#N)=C\C1=C(N2CCCC2)CC(C)(CC)OC1 (centres undefined),97,0,/,0,/,-2.7,-12,4,93,19
COc1ccc(NC(=O)CCCC2CCCCC2)cc1S(=O)(=O)N1CCCCC1,76,/,10,-4,/,5.7*,-56,18*,79,8
Cc1ccc2nc(C(C)O)[nH]c2c1 (centres undefined),84,11,-2,0,/,-0.8,-29,1,84,4
O=C(Nc1ccccc1)OCCNC(=O)c1ccccc1,98,6,-12,6,/,0.6,-77,2,102,10
Cn1c(NC(=O)c2cccs2)cc(=O)n(C)c1=O,98,-10,1,-4,0,0.1,8,0,104,22
COc1cc(C(=O)NC2=NCCS2)cc(OC)c1OC,106,2,7,-12,0,0.0,-60,-2,104,3
COc1cccc(/C=c2/s/c(=C(\C#N)C(=O)N3CCOCC3)n(-c3ccccc3)c2=O)c1,73,5,-12,2,1,-1.3,-52,2,97,2

# As a working copy, part of the list above:
SMILES,PTEN del growth,E-sel TNF inh,Yeast lifespan up,GALR2 blocker,Phagocyt inh,MRP-1 activ,Yeast growth inh,NPY Y2 blocker,HCT116 bCat-KO,Measles CPE
CO/C([O-])=N/c1c[n+](-c2ccc(C)cc2)no1,104,-17,-16,2,0,1.4,-36,2,107,11
COc1cccc(OCC(O)CN2CCN(CCO)CC2)c1 (centres undefined),107,-16,-10,-12,-1,-1.4,-1,0,93,2

# The results go on:
SMILES,PTEN del growth,E-sel TNF inh,Yeast lifespan up,GALR2 blocker,Phagocyt inh,MRP-1 activ,Yeast growth inh,NPY Y2 blocker,HCT116 bCat-KO,Measles CPE
O=C(/C=C/c1ccccc1)N1CCN(CC(O)COc2ccccc2)CC1 (centres undefined),96,/,-9,12,0,-0.7,-53,1,97,4
c1ccc(-n2ncc3c2ncn2c(C4CCCCC4)nnc32)cc1,99,/,-18,1,-2,-2.2,-15,1,95,15
CC1(C)CC(=O)C(C=NCCCN2CCOCC2)=C(O)C1,95,/,-18,1,-3,-1.7,2,-1,89,2
CCN1CCN(C(c2cc3cc4c(cc3[nH]c2=O)OCO4)c2nnnn2C(C)(C)CC)CC1 (centres undefined),99,/,-6,15,0,-1.3,-15,0,91,7
O=C1Nc2ccccc2C(O)(C(=O)NCc2ccc3c(c2)OCO3)N1c1ccccc1 (centres undefined),97,-46,-5,2,-2,0.6,-18,0,94,17
CCn1cc(C(=O)NCc2ccccn2)c(=O)c2cc(S(=O)(=O)N3CCCCC3)ccc21,90,/,-6,-3,0,-1.5,0,1,89,10
CC(=O)N1CCC2(CC1)C(C#N)=C(N)Oc1c2sc2nc(C)cc(C)c12,103,-40,-6,-5,-3,-1.1,-50,0,90,7
O=C(c1ccco1)N1CCN(S(=O)(=O)N2CCOCC2)CC1,89,15,-4,-11,0,0.6,0,0,84,2
